SENP8 block-1 – SENP8 protease inhibition; Q96LD8; purified SENP8, Z-RLRGG-aminoluciferin cleavage, luminescence; inhibition, % at 10 µM; 1.2% of 330,000 active; AID 2540; in the data active means inhibition above about 50%
SENP6 inh – SENP6 protease inhibition; Recombinant SENP6 catalytic domain, aminoluciferin luminescence; inhibition, % at 10 µM; Q9GZR1; AID 2599; 1.8% of 330,000 active;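 active means inhibition above about 50% at the single tested dose, limit read from the data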;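 further: plate controls were DMSO wells with enzyme for no effect and DMSO wells lacking enzyme for full effect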
SENP7 inh – SENP7 protease inhibition. Q9BQF6. recombinant SENP7, Z-RLRGG-aminoluciferin luminescence, 40 min. inhibition, % at 5 µM. 1.5% of 330,000 active. AID 434973;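 active means inhibition above about 50% at the single test dose, limit read from the data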;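 further: plate controls were DMSO with enzyme for no effect and no enzyme buffer wells for full effect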
Target sequence (Q9BQF6 706-1050 limits assumed): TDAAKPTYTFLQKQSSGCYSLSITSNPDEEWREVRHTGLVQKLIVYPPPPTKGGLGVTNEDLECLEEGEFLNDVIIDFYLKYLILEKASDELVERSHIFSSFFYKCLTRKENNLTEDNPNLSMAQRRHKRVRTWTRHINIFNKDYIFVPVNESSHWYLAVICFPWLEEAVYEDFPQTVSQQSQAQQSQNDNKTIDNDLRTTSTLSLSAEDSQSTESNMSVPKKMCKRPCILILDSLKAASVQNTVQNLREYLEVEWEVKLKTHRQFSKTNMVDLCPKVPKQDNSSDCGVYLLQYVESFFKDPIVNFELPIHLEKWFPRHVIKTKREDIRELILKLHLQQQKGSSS
APOBEC3G inh – blocks human APOBEC3G single-stranded DNA deamination. recombinant A3G, ssDNA deamination FAM/TAMRA fluorescence. inhibition, % at 20 µM. 0.28% of 330,000 active;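 active means inhibition of at least 40% at 20 µM, with no more than 30% in the related APOBEC3A deaminase screen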;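 further: plate controls were DMSO wells with A3G for no effect and wells lacking A3G enzyme for full effect; some compounds called inactive have numbers as strong as hits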
Target sequence (Q9HC16 whole entry, looked up): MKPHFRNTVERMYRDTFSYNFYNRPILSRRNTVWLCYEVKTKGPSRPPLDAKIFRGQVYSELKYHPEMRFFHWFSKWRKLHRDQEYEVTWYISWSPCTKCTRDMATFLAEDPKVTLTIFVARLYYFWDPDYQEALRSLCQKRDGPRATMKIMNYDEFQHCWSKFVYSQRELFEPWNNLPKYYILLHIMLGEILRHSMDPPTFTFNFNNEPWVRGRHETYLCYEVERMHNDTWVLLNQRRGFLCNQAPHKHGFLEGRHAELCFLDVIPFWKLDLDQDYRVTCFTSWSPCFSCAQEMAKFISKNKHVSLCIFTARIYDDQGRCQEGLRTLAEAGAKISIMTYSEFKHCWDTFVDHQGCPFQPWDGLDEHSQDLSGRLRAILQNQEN
UBC13 polyUb – human UBC13 polyubiquitination inhibition | P61088 | UBC13 polyubiquitin chain formation, TR-FRET | inhibition, % at 20 µM | 0.47% of 330,000 active; in the data active means inhibition above about 45%, passing the limit was not always enough
Target sequence (P61088 whole entry, looked up): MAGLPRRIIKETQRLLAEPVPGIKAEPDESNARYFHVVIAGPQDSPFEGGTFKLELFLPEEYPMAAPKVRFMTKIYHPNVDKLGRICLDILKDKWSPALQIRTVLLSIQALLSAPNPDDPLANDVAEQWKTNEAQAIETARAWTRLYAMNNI
SENP1 FRET inh – blocks the human SENP1 SUMO protease catalytic domain. Q9P0U3. recombinant SENP1 catalytic domain, CyPet-SUMO1-YPet FRET cleavage. inhibition, % at 10 µM. 0.21% of 360,000 active. AID 624204;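 active means inhibition at least 30% at 10 µM, raw YFP signal under a set limit, fluorescence ratio 0.5 to 1.5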;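 further: 0% = enzyme with DMSO and 100% = no enzyme wells; some results filed as inactive read as strong as hits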
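Test system: human SENP1 catalytic domain; medium: Tris pH 8 buffer plus EDTA, NaCl, BME, BSA, NP40, catalase; incubation: 50 min reaction at room temperature; technique: FRET, CFP and YFP emission; controls: no-enzyme low control and enzyme-plus-DMSO high control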
Apaf1 inhib – human Apaf-1 inhibition; inhibition, % at 20 µM; 0.71% of 330,000 active; reconstituted apoptosome caspase-3 activity, DEVD-Rh110 fluorescence; active means inhibition of at least 40% at 20 µM;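 further: plate controls were DMSO wells for no effect and DEVD-CHO caspase inhibitor wells for full effect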
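System – cell-free apoptosome with Apaf-1, procaspase-3 and caspase-9 · Buffer or medium – pH 7.5 Hepes buffer with CHAPS, BSA, DTT · Also added – cytochrome c with DEVD-Rh110 · Times – 30 min compound preincubation, 50 min activation, room temperature · Technique – Rh110 fluorescence intensity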
SENP8 block-2 – SENP8 (human) protease inhibition; 0.64% of 360,000 active; AID 602440; inhibition, % at 20 µM; recombinant SENP8, Nedd8 substrate fluorescence; in the data active means inhibition mostly above about 40%, no sharp cut-off; inactive means mostly below about 27%
* = called active by the depositor; . = not tested or not shown. The order is random; about 3.6% have a hit in one of these screens.

SMILES | SENP8 block-1 | SENP6 inh | SENP7 inh | APOBEC3G inh | UBC13 polyUb | SENP1 FRET inh | Apaf1 inhib | SENP8 block-2
O=C(c1ccc2ccccc2c1)C1CCCN(C(=O)CCn2cnnn2)C1 (stereo unspecified) | -14 | -8 | -14 | -5 | -2 | 1 | -2 | 5
Cc1nn2cnc3sc4c(c3c2nc1=O)CCCC4 | -2 | -14 | -8 | -6 | -6 | 2 | 11 | -56
COc1ccc(NC(=O)CSc2cc(C)nc3c(-c4ccccc4)cnn23)cc1 | -2 | 7 | 6 | 0 | -4 | -8 | -7 | 2
COc1ccc(C2Nc3ccccc3C(=O)N2NS(C)(=O)=O)cc1 (stereo unspecified) | -2 | -12 | -1 | -2 | 21 | -14 | -4 | -387
Cc1nn(-c2ccccc2)c(C)c1/C=N/NC(=O)CSc1nc2ccccc2c(=O)n1-c1ccccc1 | 7 | -7 | -3 | -2 | -16 | 2 | 25 | 31
Cc1ccc(CNC(=O)C2CC(=O)N(C3CCCCCCC3)C2)cc1 (stereo unspecified) | -2 | -4 | -3 | -4 | -4 | -1 | 13 | 16
NC(=O)NC(c1ccc(Cl)cc1)c1ccccc1Cl (stereo unspecified) | -5 | -10 | -10 | -11 | -3 | 1 | 20 | 13
Clc1ccc(C2=NCCn3nc4ccccc4c32)cc1 | 3 | -11 | -5 | -7 | 11 | -4 | 8 | -1
CC(C)NC(=O)NC(=O)CSc1ncccn1 | -6 | -6 | -6 | 2 | -12 | -1 | 4 | 7
COC(=O)C1(CC2CC(c3cccc(Br)c3)=NO2)CCN(C(=O)OC(C)(C)C)CC1 (stereo unspecified) | 1 | 0 | -6 | 0 | 4 | 1 | 26 | 12
Cc1c(NC(=O)c2ccc(-c3ccccc3)cc2)cccc1C(=O)O | 93* | 99* | 96* | -5 | 6 | 4 | -9 | 28
O=C(CCc1nnc(-c2ccsc2)o1)N1CCc2c(Cl)cccc2C1 | -11 | -13 | -8 | -6 | -1 | -2 | 3 | -6
Cc1cc(N)ccc1N=Nc1c(C)n(C)n(-c2ccccc2)c1=O | -7 | -8 | -2 | -6 | -38 | 4 | 12 | 25
Cc1cc(C)n(C(=O)CCCn2nc(C)c([N+](=O)[O-])c2C)n1 | -10 | 8 | -9 | -2 | 0 | 0 | -3 | 9
CCN1C(=O)c2cccc3c(S(=O)(=O)N4CCCC4C(=O)O)ccc1c23 (stereo unspecified) | 9 | 26 | 1 | -7 | 7 | -40 | -7 | -252
COc1ccc(C(=O)c2ccc(OC)c(Br)c2)cc1Br | -2 | 98* | 10 | -3 | -15 | 0 | 23 | 12
COc1ccc(Br)cc1S(=O)(=O)N(CC(=O)N1CCOCC1)c1ccccc1 | 1 | 3 | 8 | 8 | 0 | 1 | -1 | 5
Cc1cc(OCC(=O)NCCc2c[nH]c3ccccc23)c2c(C)c(C)c(=O)oc2c1 | -17 | -13 | 12 | -3 | 4 | 1 | 6 | 17
Cc1ccn2c(C(=O)N/N=C/c3ccc(CNC(=O)C(=O)Nc4ccc(C)c(C)c4)o3)c(C)nc2c1 | -1 | 21 | -3 | 0 | 3 | . | 9 | .
Cc1cccc(C)c1N1CCN(S(=O)(=O)c2ccccc2)CC1 | -4 | -24 | -1 | -7 | 2 | 2 | 8 | 11
O=C(CN1CCCN(Cc2ccc(F)cc2Cl)C1=O)NC1CCCCCCC1 | -5 | 9 | -4 | -8 | 19 | 1 | 0 | 9
Cc1ccc(NCc2nnc(SCC(=O)O)n2Cc2ccccc2)cc1Cl | 4 | 8 | 0 | 1 | -6 | 3 | 13 | 12
CC(C)OCCCNC(=O)c1ccccc1NC(=O)C1=CSCCO1 | -1 | 11 | 0 | 2 | 2 | 2 | -6 | -11
CCn1cc(C(=O)O)c(=O)c2cc(F)c(N3CCN(C(=S)NC(=O)c4ccc(F)cc4)CC3)cc21 | -4 | -8 | -3 | -10 | -4 | -2 | -9 | -411
Cc1cc(C)n(-c2nc3ccccc3nc2N2CCN(C(=O)c3ccc(F)cc3)CC2)n1 | -11 | -16 | 4 | -1 | 5 | -78 | 7 | -255
O=S(=O)(Nc1ccc2c(c1)OCO2)c1ccc(Cl)cc1F | -1 | 2 | -2 | -7 | 5 | 1 | 4 | 11
CC1=CC(C)C(C[N+]2(C)CCCCC2)C(C)C1 (stereo unspecified) | 9 | -1 | 4 | 13 | 2 | 2 | -16 | -2
c1ccc(OCc2noc(CN3CCC(C4CCCCC4)C3)n2)cc1 (stereo unspecified) | -5 | 5 | 1 | 2 | 3 | -7 | 18 | 10
Cc1ccc(Cl)cc1N1CCN(C(=O)CCC(=O)O)CC1 | -13 | -13 | -9 | -6 | 5 | 1 | 16 | -70
COc1ccc(C)cc1N(C)C(=O)Cc1c(C(=O)O)n(C)c2ccccc12 | 4 | -28 | 4 | -6 | -3 | 0 | -1 | 11
CC(=O)c1cccc(S(=O)(=O)N2CCC(C(=O)Oc3ccc(-c4nnco4)cc3)CC2)c1 | 7 | 4 | 1 | 0 | 1 | 2 | 3 | 0
CCN(CCNC(=O)C1=C(C)C(=O)OC12CCC(C)CC2)c1ccccc1 (stereo unspecified) | 2 | -8 | -2 | -4 | 4 | 1 | 1 | 20
COc1ccc(-n2c(SC(C)C(=O)N3CCOCC3)nc3ccccc3c2=O)cc1 (stereo unspecified) | 1 | -5 | -4 | -6 | 32 | 1 | -1 | 2
COc1cccc(-c2nnc(SCc3nc4ccccc4[nH]3)n2N)c1 | -17 | -4 | -9 | -8 | -9 | -5 | 3 | -25
Cc1cc(C)nc(NS(=O)(=O)c2ccc(N3Cc4ccccc4C3=O)cc2)n1 | 2 | -1 | 2 | -1 | 3 | -14 | -5 | -31
CCCN(CC(=O)Nc1ccc(Cl)cc1Cl)C(=O)/C=C/c1cc(OC)ccc1OC | -4 | 6 | 3 | -3 | 20 | -41 | 20 | -442
CCOC(=O)CN1C(=O)C(=O)N(Cc2cccc(C)c2)C1=O | 4 | 1 | 4 | -7 | -2 | 2 | 11 | 4
O=C(Nc1cccc(O)c1)c1cc(S(=O)(=O)N2CCCC2)ccc1Cl | -4 | -11 | -16 | -7 | -12 | 0 | 8 | 15
CCCCNC(=O)CCCN1C(=O)c2cccnc2Sc2ccccc21 | -4 | 10 | 2 | -4 | 4 | 1 | -1 | 11
O=C(CNc1ccc(Br)cc1)NC(=O)NC1CCCCC1 | 4 | 5 | 0 | -4 | -1 | 1 | 24 | 12
COc1cc(OC)cc(C(=O)N[C@H](C(=O)NC23CC4CC(CC(C4)C2)C3)C(C)C)c1 | 0 | -11 | -4 | 1 | -8 | 1 | 7 | 39
O=C(C1=C[C@H](C2CC2)C[C@H](OCc2ccc(CO)cc2)O1)N1CCN(Cc2ccc3c(c2)OCO3)CC1 | -5 | -11 | 3 | 17 | 8 | 0 | 18 | 17
CCN(CC)CC(C)OC(=O)COc1ccc(OC)cc1 (stereo unspecified) | -1 | -2 | 3 | 0 | 2 | 1 | 7 | 3
O=C(CNC(=O)c1ccc(Cl)cc1)NCc1ccccn1 | 2 | -5 | 8 | -4 | 6 | 2 | -3 | 6
OC1(c2ccc(F)cc2)CN(c2ccccc2)C2=[N+]1CCS2 (stereo unspecified) | 0 | 11 | -3 | -3 | 7 | 3 | 2 | 39

Records listed above marked active in SENP7 inh.
SMILES	SENP6 inh	SENP7 inh	APOBEC3G inh	UBC13 polyUb	SENP1 FRET inh	SENP8 block-2
Cc1c(NC(=O)c2ccc(-c3ccccc3)cc2)cccc1C(=O)O	99*	96*	-5	6	4	28

Carrying on.
SMILES | SENP8 block-1 | SENP6 inh | SENP7 inh | APOBEC3G inh | UBC13 polyUb | SENP1 FRET inh | Apaf1 inhib | SENP8 block-2
O=C(CCC(=O)OCc1ccc(Cl)cc1)Nc1ccccc1 | -10 | -9 | -12 | -8 | -2 | 0 | 10 | 12
CCN(CC)c1ccc(-n2c(C)cc(C=O)c2C)cc1 | 10 | 1 | -7 | -3 | -1 | 1 | 11 | 10
CCOC(=O)Cn1c(=NC(=O)CC)sc2c(C)cc(C)cc21 | -3 | 0 | 6 | -6 | 39 | 0 | -11 | -4
C[C@@]12C(=O)Nc3ccc(F)cc3C(=O)N1[C@H]1c3ccccc3OC[C@@H]1[C@@H]2c1ccccc1 | 4 | 2 | -4 | -3 | 3 | -1 | 22 | -5
O=C(NC1CCCCC1)N1CCN(Cc2nc3ccccc3c(=O)[nH]2)CC1 | -4 | 60* | -11 | -6 | 10 | 2 | -9 | 31
O=C(NC(=O)c1cccc(Cl)c1)OC[C@@H]1CCCN2CCCCC12 (stereo partly specified) | -3 | 10 | -2 | -2 | 2 | 1 | -3 | 9
COc1ccccc1Nc1nnc(SCc2cc(=O)n3ccsc3n2)s1 | -7 | 4 | 2 | -7 | 11 | -12 | -6 | -38
C=CC[C@@H](CC(=O)N[C@@H](CO)Cc1ccccc1)C(=O)N[C@@H](COC(=O)[C@@H](CC=C)CC(=O)OC(C)(C)C)Cc1c[nH]c2ccccc12 | 3 | 8 | -2 | -1 | 8 | 1 | 3 | 9
O=C(OCC(=O)c1ccc(Cl)s1)c1ccc2ccccc2n1 | -5 | -12 | 9 | 2 | -4 | -2 | 20 | 1
COCCC(=O)N1CCC(Oc2ccc(C(=O)NC3CCOC(C)(C)C3)cc2)CC1 (stereo unspecified) | 1 | -8 | 1 | 2 | -4 | 3 | -5 | 18
Cn1c(CCNC(=O)C(C)(C)C)nc2ccccc21 | -6 | 7 | -13 | -3 | 3 | 2 | -4 | 2
C[C@H](CO)N1C[C@H](C)[C@@H](CN(C)C(=O)Nc2ccc3c(c2)OCO3)Oc2ccc(NC(=O)NC3CCCCC3)cc2C1=O | 2 | 2 | 9 | -7 | 5 | 1 | 3 | 25
NC(=O)NC(=O)C(c1ccccc1)N1CCN(S(=O)(=O)Cc2ccccc2)CC1 (stereo unspecified) | -7 | -15 | 6 | 0 | 6 | 3 | 0 | 5
CC(=O)Nc1ccc(S(=O)(=O)N(C)c2ccc(O)cc2)cc1 | 7 | -14 | 5 | -5 | 0 | -1 | -4 | 7
Cc1ccc(C(=O)Nc2scc(-c3ccccc3)c2C(=O)O)o1 | 66* | 50 | 57* | -12 | -5 | 1 | -2 | -253

One compound at a time, as listed above. Screens in order: SENP8 block-1	SENP6 inh	SENP7 inh	APOBEC3G inh	UBC13 polyUb	SENP1 FRET inh	Apaf1 inhib	SENP8 block-2
`O=C(CCC(=O)OCc1ccc(Cl)cc1)Nc1ccccc1` is listed as -10	-9	-12	-8	-2	0	10	12
`NC(=O)NC(=O)C(c1ccccc1)N1CCN(S(=O)(=O)Cc2ccccc2)CC1` (stereo unspecified) is listed as -7	-15	6	0	6	3	0	5

Going on with the list:
SMILES | SENP8 block-1 | SENP6 inh | SENP7 inh | APOBEC3G inh | UBC13 polyUb | SENP1 FRET inh | Apaf1 inhib | SENP8 block-2
O=C(Cc1ccc(Br)cc1)Nc1ccc2[nH]ncc2c1 | -10 | 9 | 11 | -3 | -4 | 2 | 4 | 2
O=C(c1cc(C2CC2)nn1-c1ccccc1)N1CCN(Cc2ccc(Cl)cc2)CC1 | 2 | 13 | 0 | -8 | 7 | 0 | 17 | 4
C/C(=N\Nc1ccc(Cl)c(C(=O)O)c1)c1ccc(Br)s1 | -3 | 3 | 5 | -4 | -4 | -6 | 11 | -1
COc1cc(C(C)=O)ccc1OCC(=O)N1CCc2ccccc2C1 | 5 | -13 | -4 | -13 | 5 | 2 | 3 | 11
CCCCNC(=S)N(C)/N=C/c1c(F)cccc1F | -3 | -1 | 4 | -2 | -3 | -2 | 8 | 14
COc1ccc(C/C(C)=N/NC(=O)C2COc3ccccc3O2)cc1 (stereo unspecified) | 5 | 14 | -7 | -3 | 7 | 3 | -5 | -2

Taken from above:
COc1ccc(C/C(C)=N/NC(=O)C2COc3ccccc3O2)cc1 (stereo unspecified) in APOBEC3G inh = -3
C/C(=N\Nc1ccc(Cl)c(C(=O)O)c1)c1ccc(Br)s1 in SENP8 block-2 = -1
